SENP1 inh: blocks the human SENP1 SUMO protease catalytic domain. Q9P0U3. recombinant SENP1 catalytic domain, CyPet-SUMO1-YPet FRET cleavage. inhibition, % at 10 µM. actives 0.21% (n = 360,000). AID 624204;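 active = inhibition at least 30% at 10 µM, raw YFP signal under a set limit, fluorescence ratio 0.5 to 1.5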;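 note: 0% = enzyme with DMSO and 100% = no enzyme wells; some results filed as inactive read as strong as hits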
Target sequence (Q9P0U3 419-644 limits assumed): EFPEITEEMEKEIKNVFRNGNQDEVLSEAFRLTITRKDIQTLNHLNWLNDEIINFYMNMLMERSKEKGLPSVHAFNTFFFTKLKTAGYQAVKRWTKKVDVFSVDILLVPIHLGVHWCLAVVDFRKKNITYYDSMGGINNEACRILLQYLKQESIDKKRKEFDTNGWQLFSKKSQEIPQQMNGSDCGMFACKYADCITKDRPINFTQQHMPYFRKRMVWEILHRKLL
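Test system: human SENP1 catalytic domain; medium: Tris pH 8 buffer plus EDTA, NaCl, BME, BSA, NP40, catalase; incubation: 50 min reaction at room temperature; technique: FRET, CFP and YFP emission; controls: no-enzyme low control and enzyme-plus-DMSO high control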
PfG6PD inh: PfG6PD (Plasmodium falciparum) enzyme inhibition; actives 0.78% (n = 350,000); inhibition, % at 20 µM; PfGluPho enzyme, NADPH resazurin-diaphorase fluorescence;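 active = inhibition reaching at least a set limit at 20 µM in the primary screen, cut at about 59% in these data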;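 note: 0% = DMSO wells with substrate and 100% = DMSO wells lacking glucose-6-phosphate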
SENP8 block-1: SENP8 (human) protease inhibition. recombinant SENP8, Nedd8 substrate fluorescence. inhibition, % at 20 µM. actives 0.64% (n = 360,000). AID 602440; in the data active = inhibition mostly above about 40%, no sharp cut-off; inactive = mostly below about 27%
Target sequence (Q96LD8 whole entry, looked up): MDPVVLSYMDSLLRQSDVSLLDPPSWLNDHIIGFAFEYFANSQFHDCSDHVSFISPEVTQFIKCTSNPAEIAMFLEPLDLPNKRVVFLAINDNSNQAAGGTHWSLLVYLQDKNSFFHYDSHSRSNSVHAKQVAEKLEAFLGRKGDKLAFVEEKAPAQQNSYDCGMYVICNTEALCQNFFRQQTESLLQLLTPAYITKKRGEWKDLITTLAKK
SENP6 block: inhibitors of human SENP6 protease; Recombinant SENP6 catalytic domain, aminoluciferin luminescence; inhibition, % at 10 µM; actives 1.8% (n = 330,000); AID 2599;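 active = inhibition above about 50% at the single tested dose, limit read from the data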;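 note: plate controls were DMSO wells with enzyme for no effect and DMSO wells lacking enzyme for full effect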
SENP8 block-2: SENP8 protease inhibition | purified SENP8, Z-RLRGG-aminoluciferin cleavage, luminescence | inhibition, % at 10 µM | actives 1.2% (n = 330,000) | AID 2540; in the data active = inhibition above about 50%
SENP7 block: blocks the human protease SENP7; recombinant SENP7, Z-RLRGG-aminoluciferin luminescence, 40 min; inhibition, % at 5 µM; actives 1.5% (n = 330,000);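 active = inhibition above about 50% at the single test dose, limit read from the data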;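 note: plate controls were DMSO with enzyme for no effect and no enzyme buffer wells for full effect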
Target sequence (Q9BQF6 706-1050 limits assumed): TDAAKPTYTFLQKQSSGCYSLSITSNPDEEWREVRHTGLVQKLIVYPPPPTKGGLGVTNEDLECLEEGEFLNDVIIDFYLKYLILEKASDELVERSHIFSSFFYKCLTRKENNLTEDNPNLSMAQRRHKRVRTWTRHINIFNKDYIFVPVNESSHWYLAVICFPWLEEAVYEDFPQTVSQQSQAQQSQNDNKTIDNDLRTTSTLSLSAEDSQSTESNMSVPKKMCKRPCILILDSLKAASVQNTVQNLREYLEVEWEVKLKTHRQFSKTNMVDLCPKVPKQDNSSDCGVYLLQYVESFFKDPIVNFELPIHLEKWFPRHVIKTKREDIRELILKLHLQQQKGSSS
NLRP3 yeast inh: inhibitors of NALP3 inflammasome in yeast; actives 0.39% (n = 330,000); Yeast reconstituted NLRP3/ASC/caspase-1, beta-gal luminescence, 24 h; AID 2825; inhibition, % at 10 µM;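 active = inhibition of 50% or more; inactive = inhibition below 50%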;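 note: plate controls were induced DMSO wells for no effect and uninduced yeast grown without galactose for full effect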
HKDC1 inh: inhibitors of human hexokinase HKDC1. Q2TB90. recombinant HKDC1, G6PDH/diaphorase resazurin coupled fluorescence. inhibition, % at 20 µM. actives 0.16% (n = 340,000). AID 493160;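 active = inhibition above about 35% when tested at 20 µM, limit read from the data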;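 note: plate controls were DMSO wells with enzyme for no effect and DMSO wells lacking enzyme for full effect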
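Assay system: in-house recombinant HK5 (HKDC1) enzyme. Input: HKDC1 at 5 µg/mL. Medium: Tris pH 8.0 buffer with MgCl2, Tween-20, BSA, BME. Dosing: single 20 µM dose. Schedule: 90 min reaction incubation at room temperature, dark. Signal: resazurin-to-resorufin fluorescence via G6PDH and diaphorase coupling, 525/613 nm. Controls: DMSO-enzyme wells negative, buffer-substituted wells positive.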
Apaf1 inhib: blocks human Apaf-1 apoptosome activity | O14727 | reconstituted apoptosome caspase-3 activity, DEVD-Rh110 fluorescence | inhibition, % at 20 µM | actives 0.71% (n = 330,000); active = inhibition of at least 40% at 20 µM;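 note: plate controls were DMSO wells for no effect and DEVD-CHO caspase inhibitor wells for full effect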
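detection = Rh110 fluorescence intensity | test system = biochemical Apaf-1 apoptosome reconstitution | also added = cytochrome c and DEVD-Rh110 substrate | schedule = 30 min plus 50 min, RT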
An asterisk follows results filed as active; . = not tested or not shown. Hits appear at their usual frequency (roughly 4.1% active in at least one column).

SMILES	SENP1 inh	PfG6PD inh	SENP8 block-1	SENP6 block	SENP8 block-2	SENP7 block	NLRP3 yeast inh	HKDC1 inh	Apaf1 inhib
CC1C=CCC2C(=O)N(c3ccccc3OC(=O)c3ccco3)C(=O)C12 (stereo not given)	2	-14	16	-11	0	-7	-3	-10	-25
O=S(=O)(c1cccc(C(F)(F)F)c1)N1CCC(O)(c2cccnc2)CC1	2	-6	21	4	7	7	4	4	1
COc1ccccc1OCCn1c(=O)sc2ccccc21	3	2	8	-10	-13	-8	19	-8	7
COc1ccccc1N(CC(=O)NC1CCCC1)C(=O)c1oc(C(C)(C)C)cc1C	3	-4	-4	1	4	-4	6	-2	22
O=C(N/N=C/c1cccnc1)c1cccc(N2CCCC2=O)c1	1	5	24	-7	-12	-6	25	-9	0
O=C(/C=C/c1ccc(Cl)cc1Cl)c1nc2ccccc2[nH]1	-2	-18	-23	15	-9	5	18	14	9
C=CCNC(=S)NNC(=O)C(CCCC)CC(O)COCC(C)C (stereo not given)	0	3	17	-10	4	0	16	-4	-11
Cn1c(=O)cc(SCC(=O)N2CCOCC2)c2ccc(Cl)cc21	-3	10	-10	9	-3	3	-3	1	-3
N/C(=N\OC(=O)c1ccc(F)cc1)c1ccccc1	4	18	16	97*	91*	98*	10	-3	-8
CC(C)NC(=O)c1ccccc1NS(=O)(=O)c1ccc(Br)s1	2	-12	-4	11	14	-4	7	-2	5
O=C(COC(=O)c1cnccn1)Nc1ncc(C(F)(F)F)cc1Cl	-10	2	-37	-20	-4	3	12	-4	5
CC1(C)CC(=O)C(C(=S)Nc2ccc(F)cc2)=C(NCCN2CCOCC2)C1	2	1	10	-9	-16	-3	18	-6	1
O=C1C=C(c2ccc(Cl)c(C(F)(F)F)c2)C[C@@H](c2ccc3c(c2)OCO3)C1	0	-5	-18	-10	1	-15	13	2	17
CCOC(=O)c1cnc(-c2ccccc2)[nH]c1=O	0	35	-3	0	6	-3	-13	-3	-9
Cc1ccccc1S(=O)(=O)Cc1ccc(C(=O)NCCN(C)Cc2ccccc2)o1	-1	-12	18	-1	-9	-9	-15	-5	2
CC(=O)Nc1cc(C(=O)N2CCN(C)CC2)ccc1S(=O)(=O)c1ccc(C)cc1	2	-11	0	-13	-5	-1	-1	-2	-4
O=C(Nc1nccs1)c1ccc(-c2ccc(Cl)cc2)o1	-3	9	-274	31	0	13	2	-2	-6
COc1ccc(CN2CCN(C(=O)CCC(=O)Nc3nnc(C(C)C)s3)CC2)cc1F	1	-3	10	-9	-9	7	9	-6	4
COc1ccc(N2CCN(C(=O)CNC(=O)c3cccc(Br)c3)CC2)cc1	-2	11	-1	-4	-4	0	24	-8	3
O=C(Nc1nnc(Cc2ccccc2)s1)C1CCC1	0	-6	5	-20	-6	5	32	-7	9
Cc1ccc(N2CC(C(=O)Nc3ccc(S(=O)(=O)N4CCOCC4)cc3)CC2=O)cc1Cl (stereo not given)	2	-3	9	0	5	-14	-3	-2	9
O=C(NCc1ccc2c(c1)OCO2)c1ccc(CS(=O)(=O)c2ccc(Br)cc2)o1	-2	10	25	-13	-4	-13	-4	3	6
Cc1cc2c(=O)n(C)c(SCC(=O)c3cc4ccccc4o3)nc2s1	0	22	16	16	3	-5	26	-2	17
COc1cc(NC(=O)c2ccc(C)cc2)ccc1NC(=O)c1cc2ccccc2o1	-7	1	-273	0	-4	-9	4	0	3
O=C(NCCc1ccc(F)cc1)c1cc(=O)c2ccccc2o1	-2	7	14	8	-3	-5	15	10	-3

The closing two records of the section above are carried over, then new ones follow:
SMILES	SENP1 inh	PfG6PD inh	SENP8 block-1	SENP6 block	SENP8 block-2	SENP7 block	NLRP3 yeast inh	HKDC1 inh	Apaf1 inhib
COc1cc(NC(=O)c2ccc(C)cc2)ccc1NC(=O)c1cc2ccccc2o1	-7	1	-273	0	-4	-9	4	0	3
O=C(NCCc1ccc(F)cc1)c1cc(=O)c2ccccc2o1	-2	7	14	8	-3	-5	15	10	-3
COc1ccc(Cn2nnnc2C(c2ccc(F)cc2)N2CCN(C3CCCC3)CC2)cc1 (stereo not given)	0	-12	14	-15	4	4	21	-4	7
CCCN(C(=O)CSc1nc2cc(S(=O)(=O)N(CC)CC)ccc2o1)C1CCS(=O)(=O)C1 (stereo not given)	2	9	13	-13	-6	-10	5	-5	12
CCOC(=O)c1ccc(Nc2nc(N3CCOCC3)nc(N3CCOCC3)n2)cc1	0	14	12	-2	-13	-16	22	-4	15
C=CCNCCOc1ccc(C)cc1[N+](=O)[O-]	0	-6	19	8	-3	-5	5	0	-1
O=C(COC(=O)CCSc1ccccc1Cl)Nc1ccc(F)cc1F	3	5	14	-2	0	0	-2	-4	9
COc1cc(C(=O)OCCc2c(C)nc3nc[nH]n3c2=O)cc(OC)c1OC	2	-1	16	-18	-8	-8	3	-14	-4
Cc1ccc(-c2nnn(CC(=O)N(c3ccc(F)cc3)C(C(=O)NC3CCCC3)c3ccco3)n2)o1 (stereo not given)	1	-15	8	12	1	7	11	-6	7
COc1cc2c(cc1OC)CN(C(=O)CSc1nc3[nH]ncc3c(=O)n1-c1ccccc1)CC2	.	7	.	-7	-8	-5	8	26	13
COCCN(C(=O)c1cc2c(s1)CCCCC2)c1c(N)n(CC(C)C)c(=O)[nH]c1=O	-1	-1	-2	4	-12	-8	-18	6	13
CC(C)(C)C(=O)NNC(=O)c1cc(C(C)(C)C)nn1Cc1ccccc1	1	6	23	3	-1	1	-11	1	-18
O=C1c2ccccc2C(=O)N1CC(=O)N1c2ccccc2CCc2ccccc21	2	-9	-259	4	4	-2	10	3	-8
COc1ccc(/C=N/NC(=O)CCC(=O)Nc2ccc(F)cc2)c(OC)c1	1	-9	12	-12	9	1	-1	-7	3
CN(Cc1cn(C)nc1-c1ccccc1F)CC1CCN(Cc2ccccc2)CC1	-6	12	10	17	1	-7	-12	-7	-10
O=C(Nc1cc(S(=O)(=O)N2CCOCC2)ccc1N1CCCCC1)c1ccc(Cl)cc1	-7	80*	2	-15	-6	1	6	-5	9
CCOc1ccc2nc(N3CCCCCC3)sc2c1	2	17	2	55*	37	62*	30	19	10
Nc1nc(CN2CCCCCC2)nc(Nc2ccccc2)n1	-12	14	12	-3	-8	-7	15	6	19
CCCCCn1c(Sc2ccccc2)nc2c1c(=O)[nH]c(=O)n2C	2	-8	5	2	-13	12	20	0	6
CN(CC(=O)Nc1ccc(F)c(F)c1F)C(=O)CN1C(=O)NC2(CCCC2)C1=O	0	-6	10	-12	-12	4	-3	2	0
Cc1nn(-c2ccc(C(=O)OC(C)C)cc2)c(C)c1[N+](=O)[O-]	0	-3	26	-46	-13	18	4	-2	-4
COC(=O)c1cc(=O)nc2scc(C)n12	2	-3	-3	0	-6	14	9	-7	-3
Cc1nnc(SCC(=O)Nc2cccc(S(=O)(=O)N3CCCCC3)c2)s1	1	-1	21	16	-4	10	-7	0	9
C/C(=N\NC(=O)c1cccc(N2CCCC2=O)c1)c1ccc(N)cc1	1	3	-1	11	-4	7	15	-9	2
O=C(CCNc1n[nH]c(=O)[nH]c1=O)N/N=C\c1ccc(Br)cc1	3	-10	20	-8	-6	0	-2	1	-23
O=C(Nc1ccc2c(c1)OCCO2)c1ccc(NC(=O)C2CCCO2)cc1 (stereo not given)	1	-7	12	-3	-4	1	2	0	27
COc1ccc(C(CNC(=O)c2cccc(NS(=O)(=O)c3ccc(C)c(F)c3)c2)N(C)C)cc1 (stereo not given)	-1	-7	6	1	1	9	-14	-2	52*

Next section.
SMILES	SENP1 inh	PfG6PD inh	SENP8 block-1	SENP6 block	SENP8 block-2	SENP7 block	NLRP3 yeast inh	HKDC1 inh	Apaf1 inhib
CCCCNC(=O)c1onc(CSc2cccc(Cl)c2)c1C(=O)O	4	5	19	4	1	1	3	3	-5
Cc1ccc(C)c(N2CCN(C(=O)CCc3nc4ccccc4[nH]3)CC2)c1	0	0	17	-4	6	-4	18	-2	3
CCO/N=C/C(=O)Nc1ccc(F)cc1F	0	-10	14	-14	-5	-7	5	-7	-18
C=CCNC(=O)c1ccc(C(=O)c2ccccc2)cc1	-1	-3	9	-8	7	5	-9	-6	-1
CC(C)(C)C(=O)c1sc2nc(-c3cccs3)cc(C(F)(F)F)c2c1N	-28	-11	-200	1	7	-3	17	2	9
CC(C)[C@H](NC(=O)c1ccccc1)C(=O)OCC(=O)Nc1ccc2c(c1)OCCO2	2	-2	8	8	-4	-12	-6	3	-10
COc1ccccc1N1CCN(C2=NS(=O)(=O)c3ccccc32)CC1	2	3	6	-12	-12	-17	-4	0	7
O=C1OC(c2ccccc2)c2ccccc21 (stereo not given)	-1	7	17	-5	-2	0	-35	-4	0
O=c1[nH]c2ccccc2c(=O)n1CCCO	1	-14	-7	6	5	1	6	5	-14
CCC1(c2ccccc2)NC(=O)N(CC(=O)Nc2cccc(C#N)c2)C1=O (stereo not given)	-1	-12	2	-18	-6	-10	-3	-8	-2
O=C(COc1ccc(Cl)cc1Cl)NCc1ccco1	-1	4	18	-7	-5	20	28	-2	9
Cc1cccc(NC(=O)c2nc[nH]c2C(=O)N2CCN(C(=O)OC(C)(C)C)CC2)c1	3	4	-5	2	-9	-8	29	-6	9
COc1cccc(C(=O)NNC(=O)CCN2CCN(c3ccccc3)CC2)c1	0	9	5	18	5	1	6	2	5
COc1ccc(C2CC(=O)C(C=NCCN3CCN(C(C)=O)CC3)=C(O)C2)cc1 (stereo not given)	1	-13	8	-13	-7	10	48	-7	-15
CCn1cc(CCCC(=O)NCc2cccc(OC)c2)c2ccccc21	2	-7	7	-31	2	-1	19	-1	6
O=C(N/N=C/c1ccc(OC(F)F)cc1OC(F)F)NC1CCCCC1	0	21	1	0	-2	8	20	1	30
Cc1c(NC(=O)c2ccco2)cccc1C(=O)NN1C(=O)c2ccccc2C1=O	2	4	4	11	5	7	-1	-8	-11
CC(C)c1ccc(C2(O)C(=O)Nc3cc(Br)ccc32)c(O)c1 (stereo not given)	1	2	17	-32	-4	-1	9	1	20
COc1cc(OC)cc(C(=O)N[C@H](C(=O)OCC(=O)c2ccc(C)c([N+](=O)[O-])c2)C(C)C)c1	2	-4	-2	1	-1	12	12	2	3
Cc1cc(C)nc(NNC(=O)c2ccccc2O)n1	0	-41	-12	5	-3	-3	10	-17	4
O=S(=O)(NCC1CCCO1)c1ccc(-c2ccc(S(=O)(=O)NCC3CCCO3)cc2)cc1 (stereo not given)	0	-1	13	1	-4	-8	13	-4	-3

Arranged by heavy-atom count (descending): some entries from above
SMILES	SENP1 inh	PfG6PD inh	SENP8 block-1	SENP6 block	SENP8 block-2	SENP7 block	NLRP3 yeast inh	HKDC1 inh	Apaf1 inhib
Cc1c(NC(=O)c2ccco2)cccc1C(=O)NN1C(=O)c2ccccc2C1=O	2	4	4	11	5	7	-1	-8	-11
O=C(N/N=C/c1ccc(OC(F)F)cc1OC(F)F)NC1CCCCC1	0	21	1	0	-2	8	20	1	30
C=CCNC(=O)c1ccc(C(=O)c2ccccc2)cc1	-1	-3	9	-8	7	5	-9	-6	-1
O=c1[nH]c2ccccc2c(=O)n1CCCO	1	-14	-7	6	5	1	6	5	-14

Bioassay records as filed in PubChem BioAssay.
